Screening data as filed in PubChem.
Caspase-1 inhib: qHTS Assay for Allosteric/Competitive Inhibitors of Caspase-1; Potency, µM (top dose mostly 57.5 µM), inactives show at the highest dose activity change, negative = inhibition, most hits filed as inhibitors; Caspase-1 enzyme, Ac-WEHD-AFC fluorogenic rate; P29466; AID 900, 2007; 0.03% of 75,000 active;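 note: potency is the fitted concentration of half-maximal effect; plate controls were vehicle for no effect and no substrate for full effect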
ERK AVP inh: qHTS Assay for Inhibitors of the ERK Signaling Pathway using a Homogeneous Screening Assay. Potency, µM (titrated, usually from 57.5 µM), inactives show at the top dose activity, negative = inhibition, usual class: inhibitors. 0.99% of 72,000 active. HEK293-V1b, vasopressin-stimulated pERK AlphaScreen; note: potency is the fitted concentration of half-maximal effect; % is set by controls: 0 for no effect and ±100 for the full control effect; nearly all actives have a fitted effect of over 55% in size
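qHTS, compounds titrated on V1b-expressing HEK293 cells. Preincubation 30 min at 37C, vasopressin 25 nM for 5 min, lysis 10 min, bead incubation 5 hr at room temperature.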
Tau filament bind: qHTS Assay for Tau Filament Binding. recombinant tau filaments, thioflavin S fluorescence, 15 h; filaments grown with octadecylsulfate alongside compound. 2% of 71,000 active. Potency, µM (doses to about 57.1 µM), without a hit: at the top dose activity change, negative = inhibition. Microtubule-associated protein tau (Homo sapiens), P10636;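 note: potency is the fitted concentration of half-maximal effect; % is set by controls: 0 for no effect and ±100 for the full control effect; actives lower thioflavin S fluorescence by blocking filaments or displacing dye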
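Assay mix: 1 uM His-tagged tau, 30 uM sodium octadecylsulfate, thioflavine S dye in HEPES/NaCl/DTT buffer. Compound is added prior to the inducer. Fluorescence after 15 h at 37 C.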
A350 fluor: qHTS Assay for Spectroscopic Profiling in A350 Spectral Region; Compound autofluorescence, 340/450 nm, Alexa 350 dye-equivalents; hits give high values; max dye-equivalent concentration, M; 11% of 59,000 active; AID 590, 2007; in the data active = max dye-equivalent concentration above about 10 nM; inconclusive = mostly about 1.1 nM to 9.6 nM
HEK293 cAMP cs: qHTS Assay for Agonists of the Thyroid Stimulating Hormone Receptor: Activators of Intracellular cAMP Concentrations in Parental HEK 293; AID 938, 2007; 2.5% of 73,000 active; Potency, µM (top dose mostly 57.1 µM), for inactives: at the top dose activation, usual class: activators; parental HEK293 CNG cAMP sensor, membrane potential fluorescence; note: potency is the fitted concentration of half-maximal effect; % of control where 0% means no effect; nearly all actives have a fitted effect of over 55% in size
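Parental HEK 293 cells stably expressing a cAMP-gated CNG channel were loaded with membrane potential dye containing 100 uM RO 20-1724 for 60 min. Compound added for 30 min; depolarization read as fluorescence intensity at 590 nm.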
Caspase-7 inhib: qHTS Assay for Allosteric/Competitive Inhibitors of Caspase-7. P55210. recombinant caspase-7, Ac-DEVD-AFC fluorescence rate. Potency, µM (titrated, usually from 57.5 µM), inactives show top-dose activity change, negative = inhibition, hits mostly inhibitors. 0.02% of 75,000 active. AID 889, 2007; active = well fitted inhibition curve with a large enough effect in the main read-out, with a control signal flat, not every such curve was filed as active; inconclusive = small, poorly fitted or top-dose-only effect, or a change in a side signal; note: potency is the fitted concentration of half-maximal effect; % of control where 0% means no effect
BRCT PPI red: qHTS Assay for Inhibitors of BRCT-Phosphoprotein Interaction (Red Fluorophore); Potency, µM (titrated, usually from 76.9 µM), inactives show at the highest dose activity change, negative = inhibition, usual class: inhibitors; BRCT-phosphopeptide binding, red fluorescence polarization; Breast cancer type 1 susceptibility protein (Homo sapiens), P38398; 0.03% of 75,000 active; AID 892, 2007; note: % is set by controls: 0 for no effect and ±100 for the full control effect
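Rhodamine-labelled pBACH1 10-mer (100 nM) bound to BRCT domain (100 nM) at pH 7.3; compounds incubated 12 min room temperature, polarization read. Free peptide defines full inhibition; unlabelled decapeptide titrated as control.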
CRE Fsk mod: Cell signaling CRE-BLA (Fsk stim). Potency, µM (doses to about 38.2 µM), for the others: top-dose activity change, negative = inhibition, hits mostly activators. CHO CRE-bla reporter (cAMP response element driving beta-lactamase), forskolin EC10, beta-lactamase ratio. 2.5% of 71,000 active; active = well fitted activation curve with a large enough effect in the signal ratio, with a control signal flat, not every such curve was filed as active; inconclusive = small, poorly fitted or top-dose-only effect, or effect the other way, or a change in a side signal; the % refers to the signal ratio; note: potency is the fitted concentration of half-maximal effect; % of control where 0% means no effect
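CHO CRE-bla cells, overnight plating in Opti-MEM with 0.5% dialyzed FBS; cpd titration + EC10 NKH 477, 3 h 37 °C; CCF4 2 h RT; ex 405/em 460 vs 530 ratio → %Activity, AC50.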
Luciferase inh: qHTS Assay for Inhibitors of Firefly Luciferase | Potency, µM (highest dose often 57.1 µM), for inactives: at the highest dose activity change, negative = inhibition, actives largely listed as inhibitors | purified firefly luciferase, luminescence, 8 min | AID 411, 2009 | 2.2% of 72,000 active; note: potency is the fitted concentration of half-maximal effect; % is set by controls: 0 for no effect and ±100 for the full control effect; nearly all actives have a fitted effect of over 40% in size
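Firefly luciferase (PKLight detection mix) with 10 uM ATP in pH 7.2 imidazole buffer (KCl, MgCl2, Tween 20, BSA). Compounds tested across a concentration series (qHTS). Luminescence read after 8 min at ambient temperature.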
USP2a inh: qHTS Assay for Inhibitors of Ubiquitin-specific Protease USP2a; Ubiquitin carboxyl-terminal hydrolase 2 (Homo sapiens), O75604; USP2a enzymatic assay, qHTS inhibition; Potency, µM (top dose mostly 38.3 µM), for the others: at the highest dose activity change, negative = inhibition, most hits filed as inhibitors; 0.1% of 60,000 active; AID 927, 2007;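 note: potency is the fitted concentration of half-maximal effect; nearly all actives have a fitted effect of over 60% in size; plate controls were DMSO for no effect and NEM full inhibition control for full effect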
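Coupled readout: USP2-cleaved Ub-PLA2 (20nM final) turns over NBD C6-HPC (20uM final), Ex 460nm/Em 535nm after 2.5 h, time-zero read flagging artifacts. Enzyme (20nM final, pH 8.0 Tris) given 30 min RT with compound first; NEM defines full inhibition.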
BRCT PPI green: qHTS Assay for Inhibitors of BRCT-Phosphoprotein Interaction (Green Fluorophore); Breast cancer type 1 susceptibility protein (Homo sapiens), P38398; BRCA1 BRCT-phosphopeptide binding, green fluorescence polarization; Potency, µM (series often up to 76.9 µM), inactives show at the highest dose activity change, negative = inhibition, hits mostly inhibitors; 0.05% of 75,000 active; AID 875, 2007;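 note: potency is the fitted concentration of half-maximal effect; plate controls were peptide without protein for full effect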
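Compounds were incubated for 12 min at room temperature with a complex of 100 nM fluorescein-tagged pBACH1 decapeptide and 250 nM His-tagged BRCT protein. Buffer was phosphate pH 7.3 with EDTA, DTT and Tween 20. Disruption of binding lowers the polarization signal.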
Active calls of the source: *; i = inactive; u = inconclusive; x = no result given; [ ] = another dose, or the depositor's remark. Unless noted, calls come from the whole dose curve; as a rule, active = well fitted curve in the direction sought with a large enough effect; inconclusive = small, poorly fitted or top-dose-only effect, or another doubt; inactive = no such curve, though single readings can be large; an effect the other way counts as inactive or inconclusive. Rows are unselected; 16% or so of the library scored in one or more.

SMILES	Caspase-1 inhib	ERK AVP inh	Tau filament bind	A350 fluor	HEK293 cAMP cs	Caspase-7 inhib	BRCT PPI red	CRE Fsk mod	Luciferase inh	USP2a inh	BRCT PPI green
Cn1c(NC(=O)c2ccc(C(C)(C)C)cc2)cc(=O)n(C)c1=O	3%	x	-3%	x	u	-2%	-2.1%	8%	-7%	x	0.1%
Cc1cccc(NC(=O)C2CCCN2S(=O)(=O)c2cccc3cccnc23)c1 (stereo unspecified)	-4%	2%	-3%	x	5%	-2%	0.5%	-6%	3%	x	-1.3%
Cn1c(Cn2nnc3ccccc32)nnc1SCC(=O)N1c2ccccc2CCc2ccccc21	0%	-1%	7%	i	0%	0%	-1.3%	-9%	1%	25%	1.0%
O=C1N(S(=O)(=O)c2ccccc2F)C(=O)C2(CCCC2)N1S(=O)(=O)c1ccccc1F	4%	0%	-2%	i	5%	-5%	0.6%	-13%	2%	-1%	-4.1%
COC(=O)c1c(C(=O)OC)c2ccncn2c1Cl	1%	7%	-1%	1.2e-07M*	u	0%	-0.6%	5%	-3%	-5%	-1.1%
O=C(CN1CCCCCC1)Nc1ccc(F)c(F)c1F	2%	-14%	-4%	i	8%	-1%	-2.4%	3%	0%	3%	-2.6%
CCSc1nc(-c2cccs2)nc2c1c(=O)n(C)c(=O)n2C	1%	x	22%	x	-3%	2%	1.9%	-9%	1%	x	-1.5%
O=C(CSc1nc2ccccc2[nH]1)c1cccs1	2%	18%	-12%	i	5%	-1%	0.7%	-4%	u	-7%	1.2%
CCOC(=O)Nc1ccc(OC)cc1S(=O)(=O)N1CCCCC1	2%	-25%	9%	i	1%	0%	-0.9%	4%	-12%	3%	-0.6%
CCOc1cc(C)c(C(C)C)cc1S(=O)(=O)NCc1ccccn1	0%	-7%	-1%	u	20%	0%	1.0%	-6%	7%	4%	-1.5%
CCn1c(SCC(=O)Nc2ccc(C(=O)OC)cc2)nnc1-c1cccs1	-1%	-27%	169%	i	16%	1%	0.7%	u	-2%	12%	-0.1%
O=C(NCC1CCCO1)C(C(=O)c1ccccc1)n1cc(Cl)ccc1=O (stereo unspecified)	-1%	-1%	-3%	i	3%	2%	1.4%	u	-3%	x	-2.4%
CC(C)c1ccc(N2CC(C(=O)Nc3nccs3)CC2=O)cc1 (stereo unspecified)	-1%	-8%	-6%	i	10%	0%	-1.3%	-7%	-13%	10%	-0.1%
COc1ccccc1NC(=O)N(Cc1ccc2c(c1)OCO2)Cc1nc2ccccc2c(=O)[nH]1	1%	-5%	5%	i	u	-1%	-0.5%	u	-3%	3%	0.0%
COc1ccc(CCNC(=O)CCn2c(=O)[nH]c3cc(OC)c(OC)cc3c2=O)cc1OC	-1%	-6%	10%	u	5%	-1%	-0.4%	-6%	0%	7%	-0.5%
O=C1CCC(C(=O)OCC(=O)C23CC4CC(CC(C4)C2)C3)N1 (stereo unspecified)	1%	5%	-2%	i	-8%	0%	-1.0%	11%	-27%	2%	0.3%
CCOC(=O)c1cccc(NC(=O)CCS(=O)(=O)c2cccs2)c1	2%	-16%	-8%	i	-3%	-2%	-0.5%	-1%	1%	13%	2.5%
CC(C)CCOc1cccc(C2c3c(oc4ccccc4c3=O)C(=O)N2CCCN2CCOCC2)c1 (stereo unspecified)	-5%	x	-22%	x	5%	0%	0.6%	-9%	2%	x	0.8%
Cc1cnc(CNc2nc(-c3cccnc3)nc3ccccc23)cn1	-2%	-3%	-7%	i	-11%	-2%	-2.8%	13µM*	-1%[2.29 µM]	-14%	8.3%
Cc1nc2nc(CSc3nc4ccccc4s3)cc(=O)n2[nH]1	-2%	-8%	-16%	i	19%	0%	-0.2%	30%	1%	7%	0.4%
Cc1ccc(CCN2CC(C(=O)NCCCN3CCN(C)CC3)CC2=O)cc1 (stereo unspecified)	-3%	-9%	8%	x	17%	1%	-3.2%	-7%	3%	x	-3.2%
O=C(O)CCn1ccnc1-c1ccccc1	3%	7%	11%	u	8%	1%[0.00368 µM]	0.6%	0%	-4%	-6%	0.6%
CC(NC(=O)COC(=O)CCNC(=O)c1ccco1)C12CC3CC(CC(C3)C1)C2 (stereo unspecified)	-1%	17%	-5%	u	-1%	8%	-2.5%	u	3%	10%	-0.6%
Cc1nnc2sc(-c3ccccn3)nn12	-1%	-13%	-11%	i	2%	-2%	1.3%	12%	1%	0%	-1.6%
CC(=O)N1[C@H](C)C=C[C@]1(Cc1ccccc1)C(=O)NCCc1c[nH]c2ccccc12	-2%	5%	-9%	x	28%	-4%	-2.2%	-14%	x	x	-2.2%
SMILES	Caspase-1 inhib	ERK AVP inh	Tau filament bind	A350 fluor	HEK293 cAMP cs	Caspase-7 inhib	BRCT PPI red	CRE Fsk mod	Luciferase inh	USP2a inh	BRCT PPI green
CC(=O)O[C@H]1C2=CO[C@H](C)[C@H]3[C@H]4C5=C([C@H](O)[C@H]6O[C@@H]6C5=O)[C@H](O[C@H]4C)[C@@]23C(=O)[C@H]2O[C@@H]21	-2%[11.5 µM]	2%[11.5 µM]	x	x	-2%[11.4 µM]	0%[11.5 µM]	-0.8%[15.4 µM]	x	1%[11.4 µM]	x	-1.7%[15.4 µM]
CCOc1ccc(CN2CCC(C(=O)N3CCN(c4ccccc4F)CC3)CC2)cc1OC	0%	u	26%	i	24%	0%	-2.9%	-11%	3%	-3%	2.2%
COC(=O)CNc1nc(C2CC2)nc2c1nnn2Cc1ccccc1Cl	-3%	-8%	15%	i	28%	-4%	0.9%	16%	2%	-11%	-1.2%
O=C(CNC(=O)c1ccco1)OCN1C(=O)c2ccccc2C1=O	-1%	20%	11%	i	-3%	1%	-0.6%	u	0%	-1%	-0.7%
CSc1ccccc1NC(=O)c1ccoc1C	-1%	-12%	5%	i	1%	-2%	0.7%	u	-2%	3%	-2.2%
Cc1ccc(CCNC(=O)C2CCCN(S(=O)(=O)c3c(C)noc3C)C2)cc1 (stereo unspecified)	-1%	11%	-6%	u	9%	0%	-2.0%	0%	0%	-4%	0.5%
CCCc1cc(=O)n2[nH]c(C)cc2n1	-2%	13%	6%	i	4%	2%	-1.8%	-2%	4%	-1%	-0.6%
COc1cccc2cc(C(=O)OC3CCN(C)CC3)c(=O)oc12	-4%	6%	-7%	x	5%	-3%	0.2%	11%	-13%	x	-0.9%
Clc1ccccc1OCc1nc(-c2ccncc2)no1	-1%	11%	-7%	i	12%	-2%	-1.2%	6%	u	19%	0.8%
COc1cccc(NC(=O)Cc2c(O)c3ccccc3[nH]c2=O)c1	2%	-1%	0%	i	-2%	-1%	-0.1%	9%	-2%	-6%	-2.1%
O=C(Cn1c(=S)nc2ccccn21)N1CCc2ccccc2C1	-2%	1%	-1%	i	-4%	0%	1.0%	-7%	-1%	-5%	-2.8%
COc1ccc(NC(=O)N2CC3(CCN(C(=O)c4csnn4)CC3)C2)cc1	-9%	-2%	10%	i	u	2%	-1.4%	-6%	-3%[11.4 µM]	-2%	-1.3%
Cc1nc(N2CCC(C)CC2)c2c(C)c(C(=O)O)sc2n1	-1%	0%	9%	i	-1%	0%	1.4%	u	3%	u	0.3%
CCOC(=O)Cc1csc(NC(=O)C(C)(C)C)n1	-6%	-15%	-2%	i	7%	0%	0.4%	-7%	-2%	5%	0.6%
Cc1cc(C)nc(SCc2nnc(SCC(=O)NCc3ccco3)n2-c2ccccc2)n1	2%	-22%	-3%	i	16%	-3%	-2.0%	9%	-2%	21%	-0.3%
CCn1c(=O)cc(OCC(=O)N2CCCCCC2)c2ccccc21	2%	11%	1%	i	-2%	-2%	-1.7%	17%	-3%	5%	0.5%

CRE Fsk mod: hit marks shown above
compound	Caspase-1 inhib	ERK AVP inh	Tau filament bind	A350 fluor	Caspase-7 inhib	BRCT PPI red	CRE Fsk mod	Luciferase inh	USP2a inh	BRCT PPI green
Cc1cnc(CNc2nc(-c3cccnc3)nc3ccccc23)cn1	-2%	-3%	-7%	i	-2%	-2.8%	13µM*	-1%[2.29 µM]	-14%	8.3%
